Screening data (PubChem)
All columns: NCI-60 one-dose screen, growth in % after 48 h at 10 µM unless noted; 100 = growth as untreated, 0 = no growth, -100 = all killed.
SF-539: SF-539 CNS cancer; 81,000 tested, 6.8% active; AID 1794752
SF-295: SF-295 CNS cancer cells. 79,000 tested, 5.6% active. AID 1794758
KM12: KM12 colon cancer cells; 82,000 tested, 5% active; AID 1794800
HT29: HT29 colon cancer; AID 1794748; 81,000 tested, 7.4% active
HCC-2998: HCC-2998 colon cancer; 79,000 tested, 4.7% active; AID 1794799
SF-268: SF-268 CNS cancer cells; 82,000 tested, 3.1% active; AID 1794759
SNB-75: SNB-75 CNS cancer. 79,000 tested, 5% active. AID 1794750
SNB-19: SNB-19 CNS cancer cells; 81,000 tested, 2.5% active
SW-620: SW-620 colon cancer; AID 1794795; 82,000 tested, 5.2% active
An asterisk follows results filed as active; · = not tested or not shown; [ ] = dose if it differs, or a comment. Rule for the calls: active = growth percent below 10; inactive = the rest. The order is random, and some 11% of all compounds hit somewhere here.

SMILES	SF-539	SF-295	KM12	HT29	HCC-2998	SF-268	SNB-75	SNB-19	SW-620
CN(C)CCCNc1c2ccc(Cl)cc2nc2c1oc1ccccc12	-69*	-25*	1.7*	-22*	-71*	23	30	16	-1.0*
CC1CN(c2oc(-c3ccc([N+](=O)[O-])cc3)nc2C#N)CC(C)O1 (configuration not stated)	94	95	103	112	101	107	99	92	102
CCCCN1C(=O)c2cccc3c(C#CCN4C(=O)c5cccc6cccc(c56)C4=O)ccc(c23)C1=O	96	106	101	105	111	96	63	92	96
CCn1c(C)c(C(=O)C(=O)N(C)C)c2ccccc21	100	100	110	104	102	107	87	110	100
OC(CNc1cccc(Cl)c1)c1ccccc1 (configuration not stated)	107	102	103	104	111	95	106	112	105
COc1ccc(N/C=C/C(=O)c2ccc3c(c2)Nc2ccccc2S3)cc1	72	92	86	89	90	100	91	77	89
COC(=O)/C(=C\c1c(C)[nH]c2ccccc12)S(=O)(=O)c1ccccc1	-24*	17	-13*	9.5*	5.2*	2.9*	-8.9*	19	30
COc1ccc(NC(=O)CSc2nnc(-c3ccc4nc(-c5ccc(OC)c(OC)c5)[nH]c4c3)o2)cc1	98	105	101	108	100	96	92	105	107
COc1ccc2cc(-c3ccnc4c(N=Nc5ccc(C)cc5)c(-c5ccccc5)nn34)ccc2c1	86	88	92	81	98	80	76	100	109
CCN(CC)C1CCC(Nc2ccnc3cc(Cl)ccc23)CC1 (configuration not stated)	105	126	·	47	106	·	100	107	118
COc1ccc(-n2nc(C(=O)Nc3ccc(F)cc3)nc2-c2cc(OC)c(OC)c(OC)c2)cc1	88	·	96	96	·	102	·	92	97
O=c1[nH]cnc2c1cnn2CN1CCOCC1	99	92	107	111	107	109	92	109	104
COC(=O)C(C(=O)Cc1ccccc1[N+](=O)[O-])C(=O)OC	104	98	96	118	110	93	·	100	98
CCCCN1C(=O)/C(=c2\sc3n(c2=O)C2C(NN=3)N(CC)C(=O)N2CC)c2cc(Cl)ccc21 (configuration not stated)	59	62	56	88	101	75	69	91	58
O=c1cc(N/N=C/c2ccc(Cl)cc2)c2cc(Cl)ccc2[nH]1	101	84	90	88	106	98	103	96	83
COc1cc(NC(=O)CSc2nnc(-c3ccc4nc(-c5ccc(Cl)cc5)[nH]c4c3)o2)cc(OC)c1OC	44	48	70	62	110	76	94	86	80
O=C(N/N=C/c1ccc2c(c1)CCN2)c1cccs1	109	95	97	98	103	119	102	93	105
C/C(=N/NC(=S)NC1CCCCC1)c1sc(Nc2ccccc2O)nc1C	75	98	79	106	111	86	77	94	93
O=C(O)CNC(=O)c1nc(-c2ccccc2)n(-c2ccccc2)n1	105	102	99	102	110	97	105	105	103
CC(=O)Nc1ccc2c(c1)C(=O)c1cc(F)ccc1-2	94	97	99	82	100	99	75	105	102
COc1ccc(-c2nsc3c2NC(=O)CC3c2ccc3c(c2)OCO3)cc1 (configuration not stated)	-9.0*	·	31	3.4*	39	43	7.6*	58	25
CCc1cnn2c(NCc3ccc[n+]([O-])c3)cc(N3CCCC[C@H]3CCO)nc12	-48*	3.1*	1.5*	-29*	-37*	3.6*	-74*	6.9*	-4.0*
CCN(CC)Cc1cc([N+](=O)[O-])ccc1O	95	105	109	110	94	106	90	108	110
Cc1ccc(F)cc1NC(=O)c1cc(Cl)ccc1Nc1ccccc1	63	14	37	18	28	55	54	59	57
COc1ccc(C2=NN(C(C)=O)C(c3sc(N(C)Cc4ccccc4)nc3Cl)C2)cc1 (configuration not stated)	102	98	95	101	99	88	92	106	99
COc1ccc(-c2ccnc(=S)[nH]2)cc1	99	89	101	105	106	97	·	79	103
Cc1cc(N=Nc2ccc(-c3ccc(N=Nc4c(S(=O)(=O)O)cc5cc(S(=O)(=O)O)c(N=Nc6ccccc6)c(O)c5c4N)cc3)cc2)c(N)cc1N	98	108	110	121	110	98	85	121	107
Cn1cc(C(=O)c2nc(-c3c[nH]c4ccc(F)cc34)no2)c2cc(Br)ccc21	97	98	92	105	109	92	·	99	96
CNC(=S)Sc1ccc([N+](=O)[O-])cc1[N+](=O)[O-]	26	95	13	4.8*	75	94	88	94	37
CC1(C)OC2OC(C(O)Cn3cc(COc4ccc5ccc(=O)oc5c4)nn3)[C@@H](OCc3ccccc3)C2O1 (some centres not stated)	98	104	107	105	102	101	88	100	96
c1ccc(Cn2nc(OCCN3CCCCC3)c3ccccc32)cc1	105	97	104	96	102	96	95	103	89
CCCCCCCCCCSCC(N)C(=O)O (configuration not stated)	98	103	120	114	123	134	72	101	106
Clc1ccc2c(NCCCn3cnc4c(N5CCCC5)nc(Cl)nc43)ccnc2c1	99	101	98	100	108	94	86	103	103
O=C(O)c1ccc(-c2nn(-c3ccc(C(F)(F)F)cc3)cc2CNc2ccc(C(=O)O)c(C(F)(F)F)c2)cc1	99	103	104	111	106	96	100	99	106
O=C(Cn1cc(CO)nn1)Nc1nc(-c2ccc(Cl)cc2)cs1	104	98	99	105	103	99	88	93	98
Cc1cc(C)nc(SC2=C(Nc3ccc(O)cc3)C(=O)N(Cc3ccccc3)C2=O)n1	94[40 µM]	95[40 µM]	103[40 µM]	119[40 µM]	·	75[40 µM]	90[40 µM]	85[40 µM]	113[40 µM]
O=c1c(-c2nnc(SCc3ccccc3)o2)cnc2nc[nH]n12	104	101	94	94	104	100	103	91	110
N#CCNC=O	106	113	110	105	108	104	126	102	106
Cn1cc(-c2nc(-c3cccnc3)cs2)c2ccccc21	95	89	84	89	111	95	93	97	103
Cc1cc(=O)oc2cc(OCCOc3ccc(/C=C/C(=O)Nc4cccc(Cl)c4)cc3)ccc12	76	89	·	65	113	103	97	99	101
COc1ccc(-n2nnc(C(=O)NCCc3c[nH]c4ccc(F)cc34)c2C)cc1	103	102	103	86	106	97	94	105	101
OCC(c1ccccc1)c1ccccc1	105	115	100	106	101	99	91	104	106
COc1cc(OC)c(OC)cc1/C=C/C(=O)CC(=O)/C=C/c1cc(OC)c(OC)cc1OC	100	102	93	92	110	96	99	101	105
Cc1ccc(SC2Cc3ccccc3C2)cc1	93	104	111	117	103	102	95	119	107
COc1ccc2cc(/C=C3\SC(=O)NC3=O)c(Cl)nc2c1	99	94	95	97	103	96	79	89	62
CCN(CC)CC(O)CNc1c2ccc(Cl)cc2nc2ccc(OC)cc12 (configuration not stated)	-61*	11	-31*	-4.1*	-92*	15	58	57	-37*
COc1cc2ncnc(Nc3ccc(S(=O)(=O)Nc4cc(C)on4)cc3)c2cc1OCCCN1CCN(C)CC1	96	103	108	106	103	97	101	102	96
COc1ccc2cc([C@H](C)C(=O)N/N=C/c3cccc(F)c3)ccc2c1	87	92	100	97	104	102	119	90	·

Part of the list above, with two lines to a compound.
Results follow in this order: SF-539	SF-295	KM12	HT29	HCC-2998	SF-268	SNB-75	SNB-19	SW-620
- CCN(CC)CC(O)CNc1c2ccc(Cl)cc2nc2ccc(OC)cc12 (configuration not stated)
    -61*	11	-31*	-4.1*	-92*	15	58	57	-37*
- COc1cc2ncnc(Nc3ccc(S(=O)(=O)Nc4cc(C)on4)cc3)c2cc1OCCCN1CCN(C)CC1
    96	103	108	106	103	97	101	102	96

(listing goes on)
SMILES	SF-539	SF-295	KM12	HT29	HCC-2998	SF-268	SNB-75	SNB-19	SW-620
CN1CCN(c2ccc3nc(-c4[nH]ncc4Nc4ncnc5c4OCCCN5)[nH]c3c2)CC1	-87*	-90*	-73*	-25*	-84*	-51*	-93*	-46*	-58*
Fc1cccc(CN2CCN(c3nc(NCCN4CCOCC4)ncc3Br)CC2)c1	95	99	98	92	97	92	79	96	92
COc1cc(Cc2cc(-c3ccccc3)nn(Cc3ccccc3)c2=O)cc(OC)c1OC	70	31	33	32	64	47	61	52	50
COc1ccc(-c2nnc3c4[nH]cnc4ncn23)c(OC)c1	15	20	23	20	26	33	39	96	23
CN(N=O)c1ccc(/C=C2\C=Cc3ccccc32)cc1	102	127	82	·	81	99	97	90	102
O=C(O)c1cccc(N2C(=O)C=CC2=O)c1	108	105	102	103	112	109	95	99	108
COc1ccc(CNC(=O)NCc2ccc(OC)cc2)cc1	97	101	106	101	103	110	97	109	108
CC(=O)OCC(=O)C1(O)CCC2C3CCC4=CC(=O)CCC4(C)C34OC4CC21C (configuration not stated)	·	95	107	104	100	97	92	91	101

17 neighbouring compounds from above, for reference:
SMILES	SF-539	SF-295	KM12	HT29	HCC-2998	SF-268	SNB-75	SNB-19	SW-620
O=c1c(-c2nnc(SCc3ccccc3)o2)cnc2nc[nH]n12	104	101	94	94	104	100	103	91	110
N#CCNC=O	106	113	110	105	108	104	126	102	106
Cn1cc(-c2nc(-c3cccnc3)cs2)c2ccccc21	95	89	84	89	111	95	93	97	103
Cc1cc(=O)oc2cc(OCCOc3ccc(/C=C/C(=O)Nc4cccc(Cl)c4)cc3)ccc12	76	89	·	65	113	103	97	99	101
COc1ccc(-n2nnc(C(=O)NCCc3c[nH]c4ccc(F)cc34)c2C)cc1	103	102	103	86	106	97	94	105	101
OCC(c1ccccc1)c1ccccc1	105	115	100	106	101	99	91	104	106
COc1cc(OC)c(OC)cc1/C=C/C(=O)CC(=O)/C=C/c1cc(OC)c(OC)cc1OC	100	102	93	92	110	96	99	101	105
Cc1ccc(SC2Cc3ccccc3C2)cc1	93	104	111	117	103	102	95	119	107
COc1ccc2cc(/C=C3\SC(=O)NC3=O)c(Cl)nc2c1	99	94	95	97	103	96	79	89	62
CCN(CC)CC(O)CNc1c2ccc(Cl)cc2nc2ccc(OC)cc12 (configuration not stated)	-61*	11	-31*	-4.1*	-92*	15	58	57	-37*
COc1cc2ncnc(Nc3ccc(S(=O)(=O)Nc4cc(C)on4)cc3)c2cc1OCCCN1CCN(C)CC1	96	103	108	106	103	97	101	102	96
COc1ccc2cc([C@H](C)C(=O)N/N=C/c3cccc(F)c3)ccc2c1	87	92	100	97	104	102	119	90	·
CN1CCN(c2ccc3nc(-c4[nH]ncc4Nc4ncnc5c4OCCCN5)[nH]c3c2)CC1	-87*	-90*	-73*	-25*	-84*	-51*	-93*	-46*	-58*
Fc1cccc(CN2CCN(c3nc(NCCN4CCOCC4)ncc3Br)CC2)c1	95	99	98	92	97	92	79	96	92
COc1cc(Cc2cc(-c3ccccc3)nn(Cc3ccccc3)c2=O)cc(OC)c1OC	70	31	33	32	64	47	61	52	50
COc1ccc(-c2nnc3c4[nH]cnc4ncn23)c(OC)c1	15	20	23	20	26	33	39	96	23
CN(N=O)c1ccc(/C=C2\C=Cc3ccccc32)cc1	102	127	82	·	81	99	97	90	102

(continued)
SMILES	SF-539	SF-295	KM12	HT29	HCC-2998	SF-268	SNB-75	SNB-19	SW-620
O=C(CSc1ccc(-c2ccc(Br)cc2)nn1)Nc1ccc(Cl)c(C(F)(F)F)c1	78	77	67	73	85	103	87	71	72
CC(=O)OCC1OC(Oc2ccccc2C)C(OC(C)=O)C(OC(C)=O)C1OC(C)=O (configuration not stated)	91	87	105	101	93	102	88	97	101
CN=C1SC(=Nc2ccc(N(C)C)cc2)N1C	100	102	93	100	95	91	93	109	116
COc1cc(CNC(=O)c2ccccc2)ccc1OCC(=O)NO	100	106	104	105	109	99	78	100	100
O=C(O)CSc1c(Cl)c(=O)oc2ccc(Cl)cc12	91	87	98	103	112	91	89	103	102
Cc1ccc(COc2ccc(NC(=O)Nc3ccc(Cl)c(C(F)(F)F)c3)cc2)cc1	79	68	·	81	84	86	72	76	87
CC(C)OC(=O)Oc1ccccc1OC(=O)OC(C)C	105	97	102	103	99	107	99	105	104
N#CC(=Nc1ccccc1)c1ccccc1	101	119	111	104	130	106	98	100	108
CC(C)(C)c1cc(-c2cc(-c3ccccc3)[nH]c(=O)c2C#N)cc(C(C)(C)C)c1	21	0.9*	81	89	60	41	-32*	26	66
CN1CCN(c2ccc(Nc3ncc(C(N)=O)c(NCCCNC(=O)C4CCC4)n3)cc2)CC1	11	81	82	44	86	81	68	64	71
COc1cc(/C=C2\N=C(c3ccccc3)N(c3ccc(-c4nc5ccc(C)cc5s4)cc3)C2=O)ccc1O	108	102	·	103	99	94	98	91	106
CC(NCCCSc1ccccc1)C(O)c1ccc(O)cc1 (configuration not stated)	101	108	105	104	124	110	73	103	99
O[C@H]1CCC[C@H]1NCc1ccnc2cc(Cl)ccc12	100	112	111	95	99	102	97	93	101
COc1ccc(Cn2cc(Cn3c(=O)c(-c4nc5ccccc5[nH]4)cc4ccccc43)nn2)cc1OC	82	100	102	108	106	97	83	94	97
N=C1C(c2nc(-c3ccc(F)cc3)cs2)=C(O)CN1CCCN1CCOCC1	93	96	107	97	120	115	97	103	114
